IEC-6 cytotox = kills IEC-6 intestinal cells in KLF5 counter-screen. IEC-6 cytotoxicity, luminescence viability. 290,000 compounds, 0.78% hits. AID 1825. inhibition, % at 5 µM; in the data active means inhibition above about 22%;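 further: 0% = plate median of test compound wells and 100% = cytotoxic reference compound wells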
AI-2 QS modul = modulators of Vibrio harveyi AI-2 quorum sensing system; Vibrio harveyi JMH597 AI-2 luminescence/OD600 ratio, 9 h; hits give low values; strain lacks LuxN and CqsS sensors; 0 = neutral-control median; AID 2094; activity change, % at 7.5 µM; 300,000 compounds, 0.4% hits; in the data active means activity change below about -75%, passing the limit was not always enough;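 further: luminescence divided by OD600 gain over 9 h not by final OD600 alone; inactives centre near 13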
HSF1 inhib = HSF1 inhibition; NIH3T3-HGL HSE-luciferase, MG132-induced, luminescence 8 h; hits give low values; activity change, negative = inhibition, % at 7.5 µM (by protocol); 300,000 compounds, 0.77% hits; AID 2098;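 active means more than half of replicate wells show activity change below -50%, luminescence cut by over half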;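 further: luciferase reports HSF-1 transcriptional activity via heat shock element; 0% = median of DMSO wells and -100% = zero luminescence signal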
HSF-1 act = increases HSF-1 driven luciferase reporter signal; AID 504408; 300,000 compounds, 1.7% hits; activation, % at 9 µM; NIH3T3-HGL HSF-1 luciferase reporter, MG132, 8 h; 100% = twice DMSO control signal;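 active means mean replicate activation of at least 50% with a set share of replicates each reaching 50%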;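 further: 0% = median of the neutral control wells and 100% = twice that signal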
KLF5 inhibitor = suppresses KLF5 promoter-driven expression | inhibition, % at 5 µM | DLD-1 KLF5 promoter-luciferase reporter, luminescence | AID 1700 | 290,000 compounds, 0.23% hits;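 active means inhibition above a per-plate limit of that plate's mean compound inhibition plus 3 SD, cut at about 60% in these data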;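 further: 0% = DMSO wells and 100% = LY294002 at 200 µM; higher means less KLF5 promoter-driven luciferase light; inactives centre near -14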
GSK3 alpha inh = inhibitors of human GSK-3 alpha kinase | P49840 | ADP-Glo luminescence, 60 min | inhibition, % at 10 µM | 320,000 compounds, 0.1% hits | AID 2650;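 in the data active means inhibition above about 50%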;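 further: GST-tagged GSK-3 alpha with peptide substrate and 25 µM ATP; 0% = DMSO neutral wells and 100% = GW8510 positive control wells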
Target sequence (P49840 whole entry, looked up): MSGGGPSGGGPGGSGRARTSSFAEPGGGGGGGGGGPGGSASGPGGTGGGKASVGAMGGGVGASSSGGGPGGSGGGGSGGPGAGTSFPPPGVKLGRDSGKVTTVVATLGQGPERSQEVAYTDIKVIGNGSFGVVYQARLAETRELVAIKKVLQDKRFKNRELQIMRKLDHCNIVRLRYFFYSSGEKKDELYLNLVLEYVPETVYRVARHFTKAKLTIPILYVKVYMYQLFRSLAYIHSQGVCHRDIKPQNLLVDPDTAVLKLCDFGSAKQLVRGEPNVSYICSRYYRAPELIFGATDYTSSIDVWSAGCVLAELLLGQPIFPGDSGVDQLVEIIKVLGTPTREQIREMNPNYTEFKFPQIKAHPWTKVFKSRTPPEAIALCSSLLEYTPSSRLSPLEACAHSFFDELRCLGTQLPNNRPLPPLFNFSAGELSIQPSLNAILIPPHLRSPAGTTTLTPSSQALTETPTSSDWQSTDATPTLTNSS
PolyA inh = blocks polyadenylation in yeast reporter cells; S. cerevisiae SKY197-pL101 polyadenylation reporter, beta-gal luminescence; efflux-impaired pdr1/pdr3 knockout yeast; score 100 = 6 SD above DMSO; calls only at 12 µM; 300,000 compounds, 0.02% hits;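 active means lowest replicate activity score at least 50, where 100 means six control SD above control mean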;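 further: yeast exposed to compound for 9 h at 30 °C; higher score means more reporter readthrough which indicates perturbed polyadenylation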
aSyn 5UTR inh = MLPCN primary screen, SNCA 5' untranslated region; AID 1813; inhibition, % (tested at 7.5 µM); 300,000 compounds, 0.82% hits; alpha-synuclein 5'UTR reporter, inhibitor activity; in the data active means inhibition above about 60%;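 further: H4 neuroglioblastoma cells stably carrying SNCA 5'UTR luciferase fusion; 0% = DMSO wells and 100% = positive control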
GSK3beta inhib = blocks human GSK3beta kinase activity; GST-GSK3beta kinase, ADP-Glo luminescence, 60 min; hits give low values; activity score (negative = inhibition), % at 10 µM; P49841; AID 2097; 300,000 compounds, 0.038% hits;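 active means more than half of replicate wells score below -50%, meaning over 50% inhibition versus plate controls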;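 further: 0% = median DMSO wells and -100% = median GW8510 positive control wells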
Target sequence (P49841 whole entry, looked up): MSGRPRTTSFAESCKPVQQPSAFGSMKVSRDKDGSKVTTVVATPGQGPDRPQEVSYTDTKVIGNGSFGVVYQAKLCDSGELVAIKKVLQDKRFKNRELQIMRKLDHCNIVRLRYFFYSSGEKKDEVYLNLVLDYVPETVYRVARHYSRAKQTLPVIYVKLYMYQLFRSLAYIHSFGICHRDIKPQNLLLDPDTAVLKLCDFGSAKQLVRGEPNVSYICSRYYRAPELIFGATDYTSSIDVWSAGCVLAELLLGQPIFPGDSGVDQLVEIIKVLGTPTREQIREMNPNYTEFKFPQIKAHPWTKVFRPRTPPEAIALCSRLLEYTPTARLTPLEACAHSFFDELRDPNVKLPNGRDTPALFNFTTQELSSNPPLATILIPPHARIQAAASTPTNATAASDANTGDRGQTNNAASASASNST
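Test system: GST-tagged human GSK3beta kinase, cell-free; evaluation: activity score scaled between in-plate DMSO and GW8510 controls; measured by: ADP-Glo luminescence; incubation: 60 min reaction, RT; benchmarks: DMSO and 20 µM GW8510; reagent: peptide substrate plus 25 µM ATP (final); medium: Tris/MgCl2 kinase buffer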
HSP90 inh = blocks HSP90-mediated luciferase refolding in reticulocyte lysate; Rabbit reticulocyte lysate, luciferase refolding luminescence, 3 h; inhibition, % at 5.6 µM; 290,000 compounds, 0.91% hits;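 active means inhibition above the screen-wide mean plus 3 SD, computed separately per campaign, cut at about 16% in these data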;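 further: 0% = DMSO wells and 100% = 60 µM geldanamycin wells; inhibitors lower the luminescence because luciferase stays unfolded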
* marks the source's active call; other numbers are inactive results; i = inactive; / = no result given. The list is partial, so the mix of outcomes need not match the whole.

Each structure is followed by: IEC-6 cytotox	AI-2 QS modul	HSF1 inhib	HSF-1 act	KLF5 inhibitor	GSK3 alpha inh	PolyA inh	aSyn 5UTR inh	GSK3beta inhib	HSP90 inh
NS(=O)(=O)c1ccc(CCNC(=O)C2CCCO2)cc1 (centres undefined)
 : -9	-1	-4	-11	-23	-2	i	4	3	5
Cc1nccn1CC(=O)N/N=C/c1cc(Br)cs1
 : -5	5	2	10	-34	-1	i	-25	-4	-1
CCOC(=O)c1cnn(C)c1NC(=O)c1ccc([N+](=O)[O-])cc1
 : -3	14	-1	-6	-3	-1	i	6	0	1
Cc1ccc(/C=C(\NC(=O)c2ccccc2)C(=O)NC2CCN(Cc3ccccc3)CC2)o1
 : -5	29	-9	-7	-2	0	i	-5	1	0
Nc1c(C=C2C=CC(=O)C=C2)c(=O)nc2sc(CC(=O)N3CCCCC3)nn12
 : 1	14	-5	-14	-15	3	i	-1	-3	5
C=CCn1c(SCc2ccc(C(=O)Nc3nccs3)cc2)nnc1-c1ccc(C)c(Cl)c1
 : 2	4	19	39	12	-2	i	-14	-3	-1
CCc1c(C(=O)Nc2ccncc2)csc1C
 : 0	15	-2	7	-12	-2	i	9	3	-1
CCCCCCCCCC(=O)OCC(O)CO (centres undefined)
 : 5	17	-3	-24	6	-7	i	-11	-8	4
COc1ccc(S(=O)(=O)N(C)c2ccc(C(=O)N3CCCCC3)cc2)cc1
 : -10	14	4	-4	-19	-2	i	-6	2	-4
COc1ccc(OCCNS(=O)(=O)Cc2ccccc2)cc1
 : 3	36	-1	-8	-24	0	i	0	1	-1
CCCCc1ccc(NC(=S)NCCc2ccc(F)cc2)cc1
 : 9	2	4	2	28	3	i	8	-1	-1
O=C(CSc1nnc(NC(=O)c2ccccc2)s1)NC1CCCC1
 : 2	17	10	48	-100	3	i	2	2	6
CCC(C)c1cc(S(=O)(=O)N2CCOCC2)ccc1OC (centres undefined)
 : 2	/	/	/	-3	-1	/	/	/	8
O=C(O)c1cccc(N/N=C/c2cccnc2)c1
 : -5	39	-20	-12	-53	/	i	-14	2	15
Cn1ncc(N2CCN(S(=O)(=O)c3ccc(Br)cc3)CC2)c(Cl)c1=O
 : -5	6	-2	15	-29	2	i	29	-3	0
CC(c1ccccc1)N1C(=O)C2C3C=CC(C4CC34)C2C1=O (centres undefined)
 : 5	-1	-2	2	-56	-1	i	-15	-1	-1
Cc1cc(-c2ccccc2)nc2cc(C(=O)N(Cc3ccccc3)Cc3ccccc3)nn12
 : -7	20	14	26	3	-3	i	40	1	3
CCCNC(=O)CN1CCN(c2cc3ccccc3c(Cl)n2)CC1
 : 5	7	-4	8	2	2	i	23	0	0
Nc1nnc(SCC(=O)N2CCN(Cc3ccccc3)CC2)s1
 : 0	/	0	5	5	-3	i	-5	/	4
Cc1nc(-c2cccc3ccccc23)ccc1C(=O)O
 : -7	26	-6	18	-27	-1	i	-16	1	-6
CCN(C(=O)COC(=O)c1ccc(Cl)cc1N)C1CCCCC1
 : -2	8	11	6	-20	-4	i	2	4	6
O=C1CC(c2cccs2)Sc2nc3ccccc3n21 (centres undefined)
 : 1	-4	4	33	-1	3	i	-51	-1	-3
CC1CN(c2nnnn2-c2ccccc2)CC(C)O1 (centres undefined)
 : -5	9	-6	15	8	-3	i	18	4	1
COc1cccc(N2CCN(c3ncccn3)CC2)c1
 : 0	6	42	73*	-47	0	i	-104	2	-2
COc1ccc(CC(=O)Nc2nc3ccccc3[nH]2)cc1
 : -12	2	-2	15	-41	-2	i	-29	1	4
O=C(Nc1ccc(NC(=O)c2ccc(Cl)cc2Cl)cc1)c1cccs1
 : 10	6	-1	-6	-31	1	i	-33	-1	2
CCCCCc1c(C)nc(N2CCN(Cc3ccc4c(c3)OCO4)CC2)[nH]c1=O
 : -1	6	-2	2	-4	-2	i	18	1	-1
COc1ccc(NC(=O)C(Cc2cc(C)cc(C)c2)C(C)C(=O)O)cc1 (centres undefined)
 : -2	/	-1	4	-30	-3	i	1	/	-1
COc1ccc(/C=N/n2c(C)nnc2C)c(OC)c1OC
 : 13	5	-1	-8	-11	/	i	14	-2	2
CC(=O)c1ccc(OCC(O)CN2CCN(S(=O)(=O)c3cccc(Br)c3)CC2)cc1 (centres undefined)
 : -1	18	5	2	-19	-1	i	9	4	-1
COc1ccc2c(c1)c(=O)c(C(=O)O)c(-c1ccc3c(c1)OCO3)n2C
 : -4	5	-5	6	-14	-8	i	-8	-1	-4
COC(=O)c1ccc(C(=O)OC)c(NC(=O)COC(=O)CC2CC3CCC2C3)c1 (centres undefined)
 : -4	-13	-6	-7	-30	0	i	19	1	4
COc1cc(NS(=O)(=O)c2ccc(NC(=O)c3cccnc3)cc2)ncn1
 : 4	2	1	-9	-37	-2	i	2	2	2
Cc1ccc(C)c(S(=O)(=O)N2CCCOC2CNC(=O)C(=O)NC2CCCCC2)c1 (centres undefined)
 : -3	15	8	11	-58	2	i	-3	0	3
O=C(Nc1nccs1)c1ccc(-c2ccccc2Cl)o1
 : 1	38	21	61*	-140	2	i	-286	0	-4
O=C(Nc1cccc(Br)c1)c1ccn[nH]1
 : 2	-1	4	16	-49	6	i	-102	-3	1
O=C(NCCCN1CCCC1=O)C(=O)NCC1OCCCN1S(=O)(=O)c1cc(F)ccc1F (centres undefined)
 : -3	3	-2	-8	-10	-3	i	8	1	-3
Cc1cccc(C(=O)NC(=S)N2CCN(c3ccc([N+](=O)[O-])cc3)CC2)c1
 : -4	27	-62*	-72	-9	2	i	18	-6	0
C(=N\Nc1nc(N2CCOCC2)nc(N2CCOCC2)n1)/c1cccnc1
 : 0	4	-5	-5	-7	-4	i	15	-1	-1
Cc1c(NC(=O)C(C)OC(=O)CCOc2ccccc2)c(=O)n(-c2ccccc2)n1C (centres undefined)
 : /	19	-4	-6	/	-2	i	-7	-1	/
CC(NC(=O)COC(=O)C1=COCCO1)C12CC3CC(CC(C3)C1)C2 (centres undefined)
 : -4	17	-1	4	-7	2	i	5	2	4
COC(=O)CCC(=O)OC1(C)C(=O)C=C2C=C(C3CC3)N(C3CC3)C=C2C1=O (centres undefined)
 : /	17	0	1	/	0	i	-12	1	/
C=C(C)COc1ccc(-c2ncncc2-c2ccc(OC)cc2)c(O)c1
 : -4	16	4	1	-18	3	i	-6	-6	4
CC1(C)CC(=O)C2=C(C1)OC(N)=C(C#N)C2c1ccsc1 (centres undefined)
 : -1	15	0	0	-17	0	i	-12	0	5
O=C(CCSc1ccccc1)Nc1nc2c(s1)CCCC2
 : -2	8	18	44	-54	-1	i	-86	6	-2
COc1ccc(/C(O)=C2/C(=O)C(=O)N(c3ncccn3)C2c2ccc(C(C)(C)C)cc2)cc1 (centres undefined)
 : 0	55	16	13	-53	/	i	-25	3	-1
CCc1ccc(S(=O)(=O)Nc2c(C)nn(C)c2C)cc1
 : -2	28	0	0	-8	-6	i	14	1	2
CC(C)(C)C(=O)Nc1nnc(-c2ccccc2)c(-c2ccccc2)n1
 : -12	26	-3	-6	4	2	i	12	1	1
O=C(Nc1ccc(NC(=S)NC(=O)c2cccs2)cc1)c1ccccc1
 : 8	2	2	1	7	9	i	-14	3	-5
CC(C)NC(=O)COC(=O)c1cc(F)c(F)cc1Cl
 : 6	34	-5	-10	-7	1	i	5	2	-2

The list goes on:
Each structure is followed by: IEC-6 cytotox	AI-2 QS modul	HSF1 inhib	HSF-1 act	KLF5 inhibitor	GSK3 alpha inh	PolyA inh	aSyn 5UTR inh	GSK3beta inhib	HSP90 inh
O=C(c1ccco1)N1CCN(c2cc(C(F)(F)F)nc3ncnn23)CC1
 : 0	18	-1	5	-6	/	i	4	6	-1
CCC(Oc1ccccc1)C(=O)O/N=C(\N)c1ccc(OC)c(OC)c1 (centres undefined)
 : 0	12	12	10	-14	-3	i	21	4	-2
C/C(=N\NC(=O)c1cc(C(C)(C)C)[nH]n1)C12CC3CC(CC(C3)C1)C2
 : 10	19	-6	9	-4	-2	i	12	0	4
CCOCCc1nnc(NC(=O)CN2C(=O)c3ccccc3C2=O)s1
 : -6	-89*	/	/	-17	-2	i	13	1	0
O=C(c1ccco1)N1CCN(C(=O)C2Cc3ccccc3CN2S(=O)(=O)c2ccc(F)cc2)CC1 (centres undefined)
 : 4	-2	-2	-5	-17	2	i	9	3	1
Cc1ccc(C(=O)NNC(=S)NC(=O)c2ccc(Cl)cc2Cl)cc1
 : -1	60	3	-2	-1	1	i	-1	1	-1
COc1ccc(CCNC(=O)CSc2ccsc2[N+](=O)[O-])c(OC)c1
 : 13	28	9	29	10	-3	i	-8	-1	0
O=C(CCCn1c(SCC(=O)NCCc2ccccc2)nc2ccccc2c1=O)NCC1CCCO1 (centres undefined)
 : -2	5	-2	-11	6	-2	i	-29	-4	4
CCOC(=O)C1(Cc2cccc(F)c2)CCN(C(=O)c2ccoc2C)CC1
 : 2	14	27	41	-2	0	i	-2	5	3
CS(=O)(=O)N(CC(=O)N1CCc2ccccc2C1)c1cccc(Br)c1
 : /	13	5	3	/	-2	i	7	4	/
COc1cc(NC(=O)c2ccc(Cl)cc2)c(OC)cc1NC(=O)CN1CCOCC1
 : 1	5	17	21	-13	-3	i	-20	0	-2
CCCc1ccc(S(=O)(=O)NCc2nnc(SC)n2C)cc1
 : 2	13	-1	-5	-11	-1	i	16	2	0
O=C(Oc1ccc2c3c(c(=O)oc2c1)CCC3)c1ccco1
 : -4	35	-3	-12	-61	15	i	-8	0	-2
COc1ccc(N2CCN(C(=O)c3cc4c(-c5cccc(OC)c5)nn(C)c4s3)CC2)cc1
 : 14	/	/	/	-6	0	/	/	/	11
COc1ccccc1/C=C/C(=O)NC(=S)N(C)C1CCCCC1
 : 4	37	12	17	-6	-1	i	5	3	1
OC1(c2ccccc2F)CCN(Cc2nnnn2CCc2ccccc2)CC1
 : 0	0	4	-8	-33	-4	i	1	-1	0
CN(C(=O)c1cccc(C#N)c1)c1nnc(C2CCOC2)s1 (centres undefined)
 : -3	6	-8	-10	-14	-1	i	8	-4	0
COc1ccccc1N1CCN(CC(=O)Nc2sccc2C#N)CC1
 : -4	10	4	-15	-19	2	i	22	-15	-1
Cc1ccc(-c2csc(/C(C#N)=C/Nc3ccccc3SC(F)(F)F)n2)c(C)c1
 : -4	7	0	12	4	1	i	15	-2	-1
Cc1oc(-c2ccc(Cl)cc2)nc1CN1CCC(C(=O)N2CCN(Cc3ccccc3)CC2)CC1
 : 4	-1	6	4	-15	2	i	1	3	-3
COc1ccccc1NS(=O)(=O)c1ccc2oc(=O)ccc2c1
 : 5	5	3	-4	-16	13	i	11	1	-4

Some of the entries above in another layout:
Structure,IEC-6 cytotox,AI-2 QS modul,HSF1 inhib,HSF-1 act,KLF5 inhibitor,GSK3 alpha inh,PolyA inh,aSyn 5UTR inh,GSK3beta inhib,HSP90 inh
O=C(Oc1ccc2c3c(c(=O)oc2c1)CCC3)c1ccco1,-4,35,-3,-12,-61,15,i,-8,0,-2
COc1ccc(N2CCN(C(=O)c3cc4c(-c5cccc(OC)c5)nn(C)c4s3)CC2)cc1,14,/,/,/,-6,0,/,/,/,11

Screens deposited in PubChem BioAssay by several laboratories.
